# Screening results from PubChem BioAssay.
# PGC1a acetyl inh: modulators of PGC1a acetylation. inhibition, % at 15.6 µM. actives 0.17% (n = 350,000). U2OS PGC1a acetylation, AlphaScreen anti-acetyl-lysine; with virally co-expressed GCN5 acetyltransferase;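 active = every replicate shows inhibition of at least 40%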;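 note: 0% = neutral control wells and 100% = positive control wells; some results beyond the cut were filed as inactive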
# ARNT TACC3 PPI: disrupts binding between human ARNT and TACC3. Q9Y6A5. AlphaScreen His-ARNT PAS-B/GST-TACC3 binding, luminescence; TACC3 fragment carries E629A point mutation. inhibition, % at 9.99 µM. actives 0.66% (n = 390,000). AID 623870;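 active = mean inhibition of replicates at least 50% and at least half of replicates each reaching 50%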;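 note: 0% = complete ARNT plus TACC3 wells and 100% = ARNT alone without TACC3; many hits fall short of the cut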
# GSIS activator: primary screen for activators of insulin secretion dependent on glucose, INS-1E cells, GLuc reporter luminescence | actives 0.61% (n = 370,000) | AID 743287 | activation, % at 16.6 µM | INS-1E GLuc reporter insulin secretion, 2-3 h;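 active = lowest replicate activation of at least 40%, so every replicate reaches that level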;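 note: 0% = median of neutral control wells and 100% = median of IBMX positive control wells; some compounds called inactive have numbers as strong as hits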
# LGR2 antag: inhibitors of bursicon-induced Drosophila LGR2 receptor cAMP signaling. inhibition, % at 9.99 µM. HEK293 LGR2, CRE-luciferase, bursicon-stimulated, 4 h. actives 0.35% (n = 380,000);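 active = drop in luminescence signal, shown as inhibition above about 50% in the replicate tests, limit read from the data, passing the limit was not always enough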;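 note: agonist challenge used bursicon conditioned medium at about half maximal strength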
# C2C12 statin: protects C2C12 myotubes from simvastatin toxicity | ATP luminescence, 48 h; scaled: DMSO 0, geranylgeraniol control 100 | rescue of ATP level, % at 7.49 µM | actives 0.78% (n = 330,000);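 active = mean ATP rescue above about 67%, or every replicate alone reaching that limit, limit read from the data, passing the limit was not always enough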;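 note: myotubes were challenged with 10 µM simvastatin during compound exposure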
# Cneo AK release: Cryptococcus neoformans lysis via adenylate kinase release. C. neoformans lysis, adenylate kinase release luminescence, 4 h; normalised: neutral wells 0, clomiphene wells 100. lysis activity, % at 15 µM. actives 0.2% (n = 360,000);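 active = mean lysis activity across replicates of at least 80%, whatever share of replicates individually reach that level; inactive = mean lysis activity below 80%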
#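 Test system: log-phase Cryptococcus neoformans yeast cells; Quantity: yeast cell density of 5 × 10^6 cells/mL; Buffer or medium: YPD; Doses: single compound concentration per well; Timing: 4 h at 37 °C static, read 1 h later; Measured by: AK luminescence; Read-out basis: lysis from increased AK signal; Control set: Clomiphene as positive control.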
# PglD DTNB: PglD (C. jejuni) enzyme inhibition; purified PglD enzyme, DTNB colorimetric CoA detection; AID 602405; actives 0.098% (n = 360,000); inhibition, % at 12.5 µM; in the data active = inhibition above about 16%, passing the limit was not always enough; note: strong numbers were not always called active
# PAX8 inh HTS: inhibitors of PAX8 transcriptional activity in RMG-I cells. inhibition, % at 12.6 µM. actives 1.2% (n = 360,000). RMG-I TPO-luciferase reporter, SteadyGlo, 24 h;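 active = mean replicate inhibition at least 60% with every replicate also reaching 60%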;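 note: luciferase light reporting Pax8 driven TPO promoter activity; plate controls were median of neutral control wells for no effect and mitoxantrone controls for full effect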
# The depositor's hits bear a star; · = not tested or not shown; & = joins results of further samples. Not a hit list (roughly 2.9% active in at least one column).
nr | structure | PGC1a acetyl inh | ARNT TACC3 PPI | GSIS activator | LGR2 antag
1 | O=C(NCc1ccccc1)c1ccccc1OCC(=O)N1CCCCC1 | 11 | -16 | · | ·
2 | Cc1ccc(OCC(=O)Nc2ccccc2C(N)=O)cc1 | 9 | -9 | · | ·
3 | N#Cc1ccc(Oc2ccc(NC(=O)C3CC=CCC3C(=O)O)cc2)cc1 (stereo unspecified) | 6 | -7 | -11 | 7
4 | O=C(NCCc1ccccc1)[C@@H]1[C@@H](CO)[C@@H]2Cn3c(cccc3=O)[C@@H]2N1Cc1cccnc1 | · | 6 | 14 | -2
5 | Cc1ccc(NC(=O)CS(=O)CC(=O)NCCCc2ccccc2)cc1Cl (stereo unspecified) | -6 | 4 | · | ·
6 | CCC(=O)N(C)C[C@H]1Oc2ncc(C#CC3(O)CCCC3)cc2C(=O)N([C@H](C)CO)C[C@H]1C | -1 | -4 | 15 | -5
7 | Cc1noc(C)c1S(=O)(=O)Nc1ccc2c(c1)C(=O)N([C@H](C)CO)C[C@H](C)[C@@H](CN(C)S(=O)(=O)c1ccccc1)OCCCC[C@@H](C)O2 | 4 | -10 | -4 | 8
8 | CO[C@H]1CN(C)C(=O)c2cc(NC(=O)C3CC3)ccc2OC[C@H](C)N(CCC(F)(F)F)C[C@H]1C | 2 | -2 | -10 | 28
9 | O=C(Nc1ccc2c(c1)[C@@H]1C[C@@H](CC(=O)N3CCCCC3)O[C@@H](CO)[C@@H]1O2)NC1CCCCC1 | 2 | · | 7&-4 | 39
10 | O=S(=O)(N[C@H]1CC[C@H](CCn2cc(Cc3ccccc3)nn2)O[C@H]1CO)c1ccccc1F | -4 | -1 | -15 | -12

nr | C2C12 statin | Cneo AK release | PglD DTNB | PAX8 inh HTS
1 | -15 | 2 | 7 | -1
2 | -2 | -1 | 3 | -61
3 | · | · | · | 10
4 | 5 | 1 | -6 | -5
5 | 4 | 1 | -1 | ·
6 | 3 | -3 | -2 | 2
7 | · | -6 | 0 | -2
8 | -4 | 0 | -2 | 2
9 | -1 | 5 | -3 | -2
10 | 2 | -1 | 2 | ·

# Carrying on:
nr | structure | PGC1a acetyl inh | ARNT TACC3 PPI | GSIS activator | LGR2 antag
11 | Cc1ccc(-n2[nH]c(C)c(/C=N/n3c(C)nc4ccccc4c3=O)c2=O)cc1 | 3 | 24 | 8 | -3
12 | C[C@H]1CN([C@@H](C)CO)S(=O)(=O)c2ccc(-c3ccc(F)cc3)cc2O[C@@H]1CN(C)C(=O)C1CC1 | 0 | · | -12 | 3
13 | NS(=O)(=O)c1ccc(NC(=O)COc2ncnc3sccc23)cc1 | 6 | -11 | 14 | 8
14 | CN(C)CC(=O)Nc1ccc2c(c1)[C@@H]1C[C@@H](CC(=O)NCCc3ccccc3)O[C@@H](CO)[C@@H]1O2 | 8 | 2 | 2 | -5
15 | CC/C(C)=N/Nc1ccc(S(=O)(=O)N2CCCC2)cc1[N+](=O)[O-] | -15 | 29 | 12 | 19
16 | Cc1ccc(C(C(=O)NCC2CCCO2)N(C(=O)c2snc(C(N)=O)c2N)c2ccc(F)cc2)o1 (stereo unspecified) | -7 | 0 | 8 | 1
17 | CN(C)CC(=O)Nc1ccc2c(c1)[C@H]1C[C@@H](CC(=O)NCc3ccc(Cl)cc3)O[C@@H](CO)[C@H]1O2 | -21 | -6 | 7 | 4
18 | Cc1oc(-c2cc3c(cc2Cl)OCO3)nc1CN1CCCC1c1ccc(F)cc1 (stereo unspecified) | 7 | 9 | -23 | -11
19 | O=Cc1ccc(OC2OCCOC2Oc2ccc(C=O)cc2)cc1 (stereo unspecified) | · | -7 | 14 | -1
20 | N#CC1=C(N)Oc2ccccc2C12C(=O)Nc1n[nH]c(-c3ccccc3)c12 (stereo unspecified) | 1 | -5 | · | ·

nr | C2C12 statin | Cneo AK release | PglD DTNB | PAX8 inh HTS
11 | -30 | -2 | 3 | ·
12 | 20 | · | · | ·
13 | 0 | -2 | -4 | -5
14 | -1 | 3 | -3 | -9
15 | · | -2 | 3 | 58
16 | 39 | -1 | 2 | 3
17 | 3 | 8 | -2 | ·
18 | · | · | · | 1
19 | · | · | · | -17
20 | 1 | 0 | 7 | ·

# (list continues)
nr | structure | PGC1a acetyl inh | ARNT TACC3 PPI | GSIS activator | LGR2 antag
21 | CC(=O)Nc1ccc(S(=O)(=O)NCCC(=O)NCC2COc3ccccc3O2)cc1 (stereo unspecified) | 3 | -1 | 19 | 3
22 | CCCN(C)C[C@@H]1Oc2ncc(-c3cc4ccccc4o3)cc2C(=O)N([C@H](C)CO)C[C@@H]1C | -1 | -5 | 1 | 16
23 | Cc1cccc(-c2ccc(C3[C@H]4CNC[C@@H]3N4CC3CCOCC3)cc2)c1 (stereo partly specified) | -7&-6 | · | 2&0 | -1&2
24 | COc1cc(/C=N/n2c(-c3ccccc3)n[nH]c2=S)ccc1O | -2 | -1 | 25 | 3
25 | COc1ccccc1C#Cc1cnc2c(c1)C(=O)N([C@H](C)CO)C[C@H](C)[C@@H](CN(C)C(=O)CN(C)C)O2 | 9 | 6 | 1 | 5
26 | COc1cc(NC(=O)c2onc(C)c2Cl)cc(OC)c1OC | -3 | -7 | 8 | 3
27 | Cc1noc(C)c1NC(=O)N(C)C[C@H]1Oc2ccc(NS(C)(=O)=O)cc2C(=O)N([C@@H](C)CO)C[C@@H]1C | 8 | 0 | 5 | -15
28 | COC(=O)CSc1nc(C)c2c(n1)CCCC2 | 1 | 13 | 16 | -13
29 | CC(=O)N1CCC(=NNc2nc3ccccc3s2)CC1 | · | -7 | -1 | -45
30 | CCCCCCN1C[C@H](n2cc(-c3ccc(F)cc3)nn2)[C@@H](O)C[C@@H]1c1ccc(C)cc1 | · | · | · | 6

nr | C2C12 statin | Cneo AK release | PglD DTNB | PAX8 inh HTS
21 | -11 | 0 | 0 | 13
22 | 5 | -1 | -2 | ·
23 | · | · | · | -1&2
24 | 9 | · | · | -6
25 | -11 | 0 | -1 | ·
26 | -12 | 0 | 2 | -12
27 | 3 | 1 | 6 | ·
28 | · | · | · | -16
29 | · | -4 | 8 | -77
30 | -5 | 2 | -3 | -7

# The results go on.
nr | structure | PGC1a acetyl inh | ARNT TACC3 PPI | GSIS activator | LGR2 antag
31 | O=C1CSC(=S)N1/N=C/c1ccc(O)c(O)c1O | 1 | 98* | · | ·
32 | CCN(CC)C(=O)C(c1ccccc1)S(=O)(=O)N1CCOCC1 (stereo unspecified) | -7 | · | 8 | 2
33 | COc1cccc(NC(=O)C2(C)CCN2Cc2ccc3ccccc3c2)c1 (stereo unspecified) | -1 | · | · | 2
34 | O=C(O)CC1C(=O)NCCN1Cc1cccs1 (stereo unspecified) | · | 6 | -13 | -7
35 | O=C(NCc1ccc(Cl)cc1Cl)Nc1ccccc1 | · | -3 | 6 | -71
36 | C[C@@H]1CN([C@@H](C)CO)C(=O)c2cc(NC(=O)C3CC3)ccc2O[C@@H]1CN(C)Cc1ccc(C(=O)O)cc1 | 2 | 1 | 11 | -16
37 | Cc1noc(C)c1NC(=O)N(C)C[C@@H]1Oc2ccc(NC(=O)Cn3cnnn3)cc2C(=O)N([C@@H](C)CO)C[C@H]1C | 6 | -2 | 9 | -1
38 | NS(=O)(=O)c1cccc(C(=O)OCC(=O)NC2CCCc3ccccc32)c1 (stereo unspecified) | -7 | 3 | 4 | 15
39 | CCn1ccc(=O)c2cc3c(cc21)OCO3 | 0 | -6 | -1 | -1
40 | C[C@H]1CCCCO[C@H](CN(C)C(=O)NC2CCCCC2)[C@@H](C)CN([C@@H](C)CO)C(=O)c2cc(NS(=O)(=O)c3cccs3)ccc2O1 | -5 | -6 | -13 | 21

nr | C2C12 statin | Cneo AK release | PglD DTNB | PAX8 inh HTS
31 | 2 | -1 | 9 | ·
32 | 1 | 3 | 5 | -6
33 | 25 | -1 | 0 | -5
34 | · | · | · | 3
35 | · | · | · | -136
36 | 16 | 1 | 7 | -21
37 | 5 | 0 | -1 | ·
38 | 5 | 0 | -5 | 12
39 | -9 | 2 | -2 | -3
40 | -2 | -3 | -2 | 10

# Later entries.
nr | structure | PGC1a acetyl inh | ARNT TACC3 PPI | GSIS activator | LGR2 antag
41 | COCCN(C(=O)COC(=O)c1cc2ccccc2cc1OC)c1c(N)n(Cc2ccccc2)c(=O)[nH]c1=O | · | 2 | -30 | 12
42 | C[C@@H]1CN([C@@H](C)CO)C(=O)Cc2cc(NC(=O)CCCCCC(=O)Nc3ccccc3N)ccc2O[C@H]1CN(C)C(=O)NC1CCCCC1 | 1 | 1 | -4 | 11
43 | C[C@@H]1CN([C@@H](C)CO)C(=O)c2cc(NS(=O)(=O)c3ccc(Cl)cc3)ccc2O[C@H]1CN(C)C | 1 | · | 7 | -14
44 | CCCNC(=O)C[C@@H]1CC[C@H]2[C@@H](COC[C@H](O)CN2C(=O)Nc2ccc3c(c2)OCO3)O1 | 3 | 1 | 5 | -4
45 | Cc1cc(C)nc(SCC(=O)Nc2ccc(S(=O)(=O)NC(C)(C)C)cc2)n1 | -6 | 0 | · | ·
46 | C=CCN1C(=O)[C@]2(O[C@H](CCn3cc(CCO)nn3)[C@@H]([Si](C)(C)c3ccc(OC)cc3)[C@@H]2C)c2cc(N3C(=O)c4cccc5cccc3c45)ccc21 | · | -1 | · | ·
47 | COc1cccc(/C=C(/C#N)c2nc3ccccc3[nH]2)c1OC(C)C(=O)O (stereo unspecified) | · | -3 | 0 | -4
48 | CC1(C)Cc2cccc(OCC(=O)N3CCN(c4ccc([N+](=O)[O-])cc4)CC3)c2O1 | -22 | 6 | -23 | -8
49 | CCOC(=O)c1ccccc1NC1c2ccccc2C(=O)N1C1CCN(C(=O)OCC)CC1 (stereo unspecified) | -9 | 6 | -24 | 2
50 | Cc1noc(C)c1S(=O)(=O)Nc1ccc2c(c1)C(=O)N([C@@H](C)CO)C[C@H](C)[C@H](CN(C)S(=O)(=O)c1ccccc1)OCCCC[C@@H](C)O2 | 9 | -8 | -11 | 2

nr | C2C12 statin | Cneo AK release | PglD DTNB | PAX8 inh HTS
41 | 1 | · | · | 10
42 | -14 | 1 | 4 | ·
43 | 1 | -4 | 11 | 0
44 | -8 | -1 | 4 | -28
45 | 5 | 0 | 2 | ·
46 | · | 55 | 0 | 97*
47 | · | · | · | -2
48 | · | -3 | -9 | 17
49 | 26 | 6 | 4 | 14
50 | · | 0 | 0 | -13

# Carrying on.
nr | structure | PGC1a acetyl inh | ARNT TACC3 PPI | GSIS activator | LGR2 antag
51 | Cc1ccc(-n2nc3c(=O)n(C(C)C(=O)NCCC4=CCCCC4)nc(C)c3c2C)cc1 (stereo unspecified) | 8 | -3 | -27 | 6
52 | COCCN(CCOC)CC(O)COC(c1ccccc1)c1ccccc1 (stereo unspecified) | -8 | -5 | · | ·
53 | Cc1cc(C)n(-c2ccc(C(=O)NCCCN3CCOCC3)cc2)n1 | 6 | -5 | -4 | ·
54 | O=C(c1cccs1)N1CCc2c([nH]c3ccccc23)C1c1ccc(Cl)cc1 (stereo unspecified) | -15 | 3 | -3 | -7
55 | C[C@@H]1CN([C@H](C)CO)C(=O)c2cc(NC(=O)C3CCCCC3)ccc2O[C@@H]1CN(C)C(=O)Nc1ccc(F)cc1 | · | -14 | 2 | -1
56 | COc1cc(OC)c(C(=O)Nc2ccc3ccccc3c2)cc1OC | -14 | -3 | · | ·
57 | CC(=O)Nc1ccc(S(=O)(=O)Nc2nc3ccccc3nc2N2CCCCCC2)cc1 | · | 11 | · | ·

nr | C2C12 statin | Cneo AK release | PglD DTNB | PAX8 inh HTS
51 | 1 | 8 | -2 | 12
52 | 6 | 5 | 6 | ·
53 | 0 | -5 | -1 | 15
54 | 52 | 11 | -15 | ·
55 | -6 | -2 | 0 | 13
56 | -21 | 0 | 6 | ·
57 | 4 | 1 | -6 | ·
